HCMV antiviral – inhibitors of human cytomegalovirus. AID 1259415. 410,000 compounds, 4.5% hits. HFF cells, HCMV-luciferase reporter, 72 h; stronger effect = lower value. activity change, negative = inhibition, % at 57.5 µM; in the data active means activity change below about -60%; inconclusive means no clear call, values can overlap the other calls; inactive means above about -39%
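Cell-based, HFFs, 1000 cells/well, 16 h 37C; cpds in DMSO + HCMV-luc, MOI 1 PFU/cell; 72 h 37C; OneGlo luminescence after 5 min RT; norm. to buffer vs Salinomycin 10uM.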
AmpC inh detg – AmpC beta-lactamase inhibition with detergent present | AID 485294 | AmpC hydrolysis of nitrocefin, absorbance 480 nm, 0.01% Triton | Potency, µM (titrated, usually from 114 µM), for the others: at the highest dose activity change, negative = inhibition, actives largely listed as inhibitors | 370,000 compounds, 0.041% hits;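 further: potency means the concentration at half of the fitted maximal effect; 0% = no-compound wells and -100% = no-enzyme wells; nearly all actives have a fitted effect of over 25% in size; some results filed as inactive show a strong effect at the top dose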
Target sequence (P00811 whole entry, looked up): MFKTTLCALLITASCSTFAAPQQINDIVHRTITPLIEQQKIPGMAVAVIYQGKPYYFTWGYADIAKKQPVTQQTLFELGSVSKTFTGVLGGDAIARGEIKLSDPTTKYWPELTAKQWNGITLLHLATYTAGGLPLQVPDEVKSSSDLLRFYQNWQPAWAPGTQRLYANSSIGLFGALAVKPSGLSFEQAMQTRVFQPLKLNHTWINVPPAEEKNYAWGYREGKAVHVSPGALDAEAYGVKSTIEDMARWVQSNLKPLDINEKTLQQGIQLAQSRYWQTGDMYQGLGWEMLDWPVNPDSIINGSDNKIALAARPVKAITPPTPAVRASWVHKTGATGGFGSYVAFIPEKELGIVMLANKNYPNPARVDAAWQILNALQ
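20 mM phosphate pH 7.0 + 0.01% (detergent screen) or 0.0001% Triton X-100; 5.3 nM AmpC reagent; cpd preinc 15 min RT; nitrocefin (800 uM stock) to start; A480 q20 s × 4 min; Activity was normalised to no-enzyme and no-compound control wells.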
LmPK inhibitor – LmPK (Leishmania mexicana) enzyme inhibition. Q27686. purified LmPK, Kinase-Glo ATP luminescence, 1 h. Potency, µM (titrated, usually from 57.5 µM), for inactives: at the top dose activity change, negative = inhibition, hits mostly inhibitors. 290,000 compounds, 0.37% hits; further: potency means the concentration at half of the fitted maximal effect
Target sequence (Q27686 whole entry, looked up): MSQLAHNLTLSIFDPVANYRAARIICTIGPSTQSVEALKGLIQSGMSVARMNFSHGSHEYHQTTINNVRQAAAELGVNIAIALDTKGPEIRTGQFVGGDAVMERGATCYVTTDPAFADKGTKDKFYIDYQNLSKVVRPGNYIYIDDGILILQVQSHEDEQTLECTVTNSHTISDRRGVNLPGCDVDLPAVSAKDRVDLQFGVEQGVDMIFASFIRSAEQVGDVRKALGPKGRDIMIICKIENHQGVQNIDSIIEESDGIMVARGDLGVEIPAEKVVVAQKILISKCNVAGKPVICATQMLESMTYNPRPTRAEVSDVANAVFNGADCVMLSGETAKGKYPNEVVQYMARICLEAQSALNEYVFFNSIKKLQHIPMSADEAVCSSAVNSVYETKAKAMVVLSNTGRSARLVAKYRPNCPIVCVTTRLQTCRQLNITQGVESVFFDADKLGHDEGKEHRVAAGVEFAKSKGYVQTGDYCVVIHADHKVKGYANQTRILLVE
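In 50 mM imidazole pH 7.2 with 7 mM MgCl2, LmPK (0.1 nM) turned over PEP (0.5 mM) and ADP (0.1 mM) for 1 h at room temperature. Luciferase read-out of ATP.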
HCV inh – HCV inhibition; Huh7.5.1 HCVcc-Cre infection, luciferase reporter, 44 h; Potency, µM (top dose mostly 41.8 µM), inactives show at the highest dose activity change, negative = inhibition, hits mostly inhibitors; 340,000 compounds, 3.4% hits; AID 651820; further: potency means the concentration at half of the fitted maximal effect
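Cells (1,000/well) were plated 4 h before compound, then infected with HCVcc-Cre virus (~0.5 moi). After 44 h further culture, infection was read as luciferase luminescence following a 15 min substrate incubation at room temperature.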
AMA1 RON2 block – disrupts binding of P. falciparum AMA1 to RON2; AID 720542; AlphaScreen AMA1-biotinylated RON2 peptide binding; 360,000 compounds, 0.2% hits; Potency, µM (series often up to 58.2 µM), for the others: at the top dose activity change, negative = inhibition, hits mostly inhibitors;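 further: potency means the concentration at half of the fitted maximal effect; 0% = vehicle wells and -100% = peptide control; nearly all actives have a fitted effect of over 45% in size; some results filed as inactive show a strong effect at the top dose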
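AMA1 (3D7) with his tag at 25 nM final met compounds first, then biotinylated RON2 peptide at 25 nM; detection used donor plus acceptor beads, 10 µg/mL apiece, read by AlphaScreen after 30 min at room temperature.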
AmpC no deterg – inhibitors of E. coli AmpC beta-lactamase without detergent. 330,000 compounds, 0.52% hits. AmpC nitrocefin hydrolysis, absorbance 480 nm, 0.0001% Triton. Potency, µM (series often up to 57.1 µM), inactives show top-dose activity change, negative = inhibition, hits mostly inhibitors. AID 485341;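 further: potency means the concentration at half of the fitted maximal effect; plate controls were no compound for no effect and no enzyme for full effect; nearly all actives have a fitted effect of over 20% in size; some results filed as inactive show a strong effect at the top dose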
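AmpC (5.3 nM in the dispensed reagent) in 20 mM phosphate pH 7.0 with 0.01% (detergent screen) or 0.0001% Triton X-100 was preincubated with compounds for 15 min at room temperature. Nitrocefin was then added from an 800 uM solution, and hydrolysis was followed at 480 nm.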
TbPYK inhibitor – inhibitors of Trypanosoma brucei pyruvate kinase. 410,000 compounds, 0.12% hits. Potency, µM (top dose mostly 76.8 µM), for inactives: at the top dose activity, negative = inhibition, usual class: inhibitors. TbPYK enzyme, Kinase-Glo Plus ATP luminescence, 45 min; further: potency means the concentration at half of the fitted maximal effect; nearly all actives have a fitted effect of over 50% in size
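Luminescent Kinase-Glo Plus end-point after 45 min room-temperature reaction of T. brucei pyruvate kinase started with 130 uM ADP (final). Buffer TEA 50 mM pH 7.2 with KCl, MgCl2, BSA, Tween-20; titration-based qHTS with fitted concentration-effect curves.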
The depositor's hits bear a star; u = inconclusive; x = not tested or not shown; & = joins results of further samples; [ ] = remark or other dose. Unless noted, the call rests on the fitted dose curve; in most records, active means well fitted curve in the direction sought with a large enough effect; inconclusive means small, poorly fitted or top-dose-only effect, or another doubt; inactive means no such curve, though single readings can be large; an effect the other way counts as inactive or inconclusive. Unless noted, on the % scale 0 is the no-effect control and ±100 the full control effect.

SMILES | HCMV antiviral | AmpC inh detg | LmPK inhibitor | HCV inh | AMA1 RON2 block | AmpC no deterg | TbPYK inhibitor
CC1(C(=O)NC2CCCC2)CCC(=O)N1Cc1ccccc1 (stereo unspecified) | -5 | -8% | 0% | 19% | -9% | -14% | -2%
C=CCS(=O)(=O)c1cccc2cccnc12 | 1 | 5% | 10% | u | 4% | -14% | 4%
O=C(O)CCn1cnc2ccccc2c1=O | -6 | 9% | -12% | -1% | -3% | -8% | -6%
COc1ccc(C(=O)NC(=S)Nc2cccnc2)cc1OC | 2 | -3% | -14% | -7% | -4% | -6% | 2%
Cc1cc2oc(C(=O)Nc3c(C)n(C)n(-c4ccccc4)c3=O)cc(=O)c2cc1C | 13 | 12% | x | x | x | x | 1%
CCN(CC)S(=O)(=O)c1ccc2oc(C(=O)NC3CCCc4ccccc43)c(C)c2c1 (stereo unspecified) | 2 | -4% | 6% | u | -12% | -20% | -2%
O=C(Nc1ccc(NC(=O)c2cccs2)c(Cl)c1)c1ccco1 | -18 | -2% | 5% | u | -13% | -42% | 1%
COc1ccccc1N(CC(O)CN1CCCCC1)S(=O)(=O)c1ccc(C)cc1 (stereo unspecified) | 4 | 4% | 5% | 5% | -7% | 8% | 7%
O=C(Nc1ccc(N2CCN(Cc3ccccc3)CC2)cc1)c1ncn[nH]1 | -10 | u | -3% | 8% | 51%[activator] | -14% | -5%
CCN(C[C@H]1N[C@@](CC)(C(=O)OC)[C@H]2C(=O)N(C)C(=O)[C@@H]12)C(=O)Nc1ccc(C)cc1 | -4 | x | x | 3.2µM* | 18% | -1% | 1%
COCCCNc1nc2c(c(=O)n(C)c(=O)n2C)n1Cc1ccccc1 | -6 | -5% | x | x | x | x | 0%
CCOc1cccc(C2CC(=O)Nc3cc4c(cc32)OCCO4)c1 (stereo unspecified) | -22 | 19% | x | x | x | x | -3%
O=[N+]([O-])c1ccc(C[n+]2cccc3ccccc32)cc1 | -10 | u | 1% | 8% | 2% | 105%[activator] | -4%
CSCCC(c1nnnn1C(C)(C)C)N1CCN(C/C=C/c2ccccc2)CC1 (stereo unspecified) | -34 | x | x | x | -23% | x | 6%
COc1ccccc1CN(CC(=O)NCc1ccc(F)cc1)C(=O)c1csnn1 | -12 | u | 0% | 6% | 15% | 5% | -4%
O=C1/C(=C/c2ccc(F)cc2)SC(=S)N1N1CCOCC1 | 28 | 1% | 3% | -6% | 5% | -18% | -6%
CC1CC(C)CN(C(=O)Cn2c(=O)n(CCCCC(=O)NC3CCCC3)c(=O)c3ccccc32)C1 (stereo unspecified) | -27 | u | -9% | 12%&18% | 0% | -23% | 1%
COc1ccc(-c2cc(-c3ccccc3)nc(-c3ccc4c(c3)NC(=O)CO4)c2)cc1 | 22 | -4% | 0% | 0% | 0% | -34% | x
O=C(Nc1cccc2ccccc12)N1CC=C(c2ccccc2)CC1 | 10 | -7% | -2% | 2% | -2% | -16% | 0%
Cc1cccc(Nc2nc(N)c([N+](=O)[O-])c(N3CCC(C)CC3)n2)c1 | -38 | 2% | 1% | u | -23% | -13% | 0%
COc1ccc(-c2ccc3c(c2)CN(C(=S)NCCc2ccccc2)Cc2cnnn2-3)cc1 | -4 | x | x | x | 0% | x | 3%
CNC(=O)c1ccsc1NC(=O)c1sc2ccccc2c1Cl | 149 | -10% | 2% | 11µM* | -3% | -21% | 4%
CC(=O)N1CCc2cc(S(=O)(=O)NCCC(=O)NC3CCCc4ccccc43)ccc21 (stereo unspecified) | 11 | 2% | 6% | 10%&-6% | -5% | 46% | 0%
CCn1c(CNS(=O)(=O)c2ccc(Br)cc2)n[nH]c1=S | 19 | -10% | 2% | 11% | 93%[activator] | -15% | u
O=C(Nc1nc(-c2ccc(F)c(F)c2)cs1)c1ccc(OCC2CCCO2)cc1 (stereo unspecified) | -69* | -8% | 4% | u | -11% | -21% | -5%

Ordered by number of heavy atoms (high to low): some entries from above
SMILES | HCMV antiviral | AmpC inh detg | LmPK inhibitor | HCV inh | AMA1 RON2 block | AmpC no deterg | TbPYK inhibitor
CC1CC(C)CN(C(=O)Cn2c(=O)n(CCCCC(=O)NC3CCCC3)c(=O)c3ccccc32)C1 (stereo unspecified) | -27 | u | -9% | 12%&18% | 0% | -23% | 1%
COc1ccc(-c2ccc3c(c2)CN(C(=S)NCCc2ccccc2)Cc2cnnn2-3)cc1 | -4 | x | x | x | 0% | x | 3%
CCN(C[C@H]1N[C@@](CC)(C(=O)OC)[C@H]2C(=O)N(C)C(=O)[C@@H]12)C(=O)Nc1ccc(C)cc1 | -4 | x | x | 3.2µM* | 18% | -1% | 1%
Cc1cc2oc(C(=O)Nc3c(C)n(C)n(-c4ccccc4)c3=O)cc(=O)c2cc1C | 13 | 12% | x | x | x | x | 1%
COc1ccccc1N(CC(O)CN1CCCCC1)S(=O)(=O)c1ccc(C)cc1 (stereo unspecified) | 4 | 4% | 5% | 5% | -7% | 8% | 7%
O=C(Nc1ccc(N2CCN(Cc3ccccc3)CC2)cc1)c1ncn[nH]1 | -10 | u | -3% | 8% | 51%[activator] | -14% | -5%
COCCCNc1nc2c(c(=O)n(C)c(=O)n2C)n1Cc1ccccc1 | -6 | -5% | x | x | x | x | 0%
O=C(Nc1cccc2ccccc12)N1CC=C(c2ccccc2)CC1 | 10 | -7% | -2% | 2% | -2% | -16% | 0%
CCOc1cccc(C2CC(=O)Nc3cc4c(cc32)OCCO4)c1 (stereo unspecified) | -22 | 19% | x | x | x | x | -3%
O=C(Nc1ccc(NC(=O)c2cccs2)c(Cl)c1)c1ccco1 | -18 | -2% | 5% | u | -13% | -42% | 1%
CNC(=O)c1ccsc1NC(=O)c1sc2ccccc2c1Cl | 149 | -10% | 2% | 11µM* | -3% | -21% | 4%
O=C1/C(=C/c2ccc(F)cc2)SC(=S)N1N1CCOCC1 | 28 | 1% | 3% | -6% | 5% | -18% | -6%
O=[N+]([O-])c1ccc(C[n+]2cccc3ccccc32)cc1 | -10 | u | 1% | 8% | 2% | 105%[activator] | -4%
O=C(O)CCn1cnc2ccccc2c1=O | -6 | 9% | -12% | -1% | -3% | -8% | -6%

Back to the main list, repeating the two entries before the break.
SMILES | HCMV antiviral | AmpC inh detg | LmPK inhibitor | HCV inh | AMA1 RON2 block | AmpC no deterg | TbPYK inhibitor
CCn1c(CNS(=O)(=O)c2ccc(Br)cc2)n[nH]c1=S | 19 | -10% | 2% | 11% | 93%[activator] | -15% | u
O=C(Nc1nc(-c2ccc(F)c(F)c2)cs1)c1ccc(OCC2CCCO2)cc1 (stereo unspecified) | -69* | -8% | 4% | u | -11% | -21% | -5%
COc1ccc(NC(=O)C23CCC(C)(C(=O)C2)C3(C)C)cc1 (stereo unspecified) | 34 | -1% | 0% | 9% | 1% | -5% | 4%
COc1ccccc1NC(=O)C1CCN(c2ncnc3c2nc2n3CCCCC2)CC1 | -4&56 | 3%&5% | -3% | u | -6% | 94%[activator] | 2%&7%
COc1ccc(C(=O)OCC(=O)NC2CC2)cc1S(=O)(=O)N1CCOCC1 | 43 | 1% | 16% | 9% | -3% | 35% | 2%
O=C(CN1C(=O)CSc2ccc(S(=O)(=O)N3CCCC3)cc21)NCc1ccccc1Cl | 1 | -1% | x | x | x | x | -6%
O=C(NNc1nc(N2CCOCC2)nc(N2CCOCC2)n1)Nc1ccc(Cl)cc1 | 29 | -11% | 4% | x | x | -38% | x
Cc1ccc(-c2csc3ncnc(Nc4ccc(C(=O)O)cc4)c23)cc1 | u | -3%&-14% | 5% | -14% | 0% | -57% | -1%&6%
O=C(CSc1nc2ccccc2c(=O)n1CCCC(=O)N1CCCC1)NCc1ccco1 | -31 | -1% | 4% | 11% | 3% | 29% | 4%
CN(C)C(=O)c1ccc(Cl)cc1[N+](=O)[O-] | -36 | 0% | -4% | 16% | 23% | -10% | 2%
CC(C)n1c(SCC(=O)NCc2ccco2)nnc1C1CC1 | 14 | 6% | -5% | -6% | -12% | 3% | 1%
CSc1cccc(NC(=S)N2CCC(N(C)C(C)C)CC2)c1 | 40 | 4% | 10% | 0% | 18% | -18% | -2%
CCn1ncc(Br)c1C(=O)Nc1ncc(C)s1 | 50 | -12% | -5% | -18% | 13% | -17% | 4%
COCCCNC(=O)CSc1nc2cc3c(cc2c(=O)n1CCCCCC(=O)NCCc1ccc(OC)c(OC)c1)OCO3 | 8 | 3% | x | x | x | x | 1%
Cc1ccc(NC(=O)CC(C)c2ccccc2)cc1S(=O)(=O)N1CCOCC1 (stereo unspecified) | -34 | x | x | u | -1% | -8% | 2%
COC(=O)[C@H](CCSC)NC(=O)Nc1ccc(OC)cc1OC | 15 | -2% | -5% | 4% | -2% | -13% | 2%
COc1ccc(NS(=O)(=O)Cc2ccccc2Cl)cn1 | -16 | 2% | -2% | 19% | -8% | -14% | 7%
COCc1cc(C)nc(NC2CCCCC2)c1C#N | -24 | -9% | -2% | 6% | 0% | -2% | 3%
C=CCn1c(=O)/c(=C/c2ccc(C)o2)s/c1=C(/C#N)C(=O)c1ccccc1 | -26 | -17% | 12% | 17% | -11% | -46% | -10%
C=CCNC(=O)C1CC(=O)N(c2ccc(OCC(=O)Nc3ccccc3)cc2)C1 (stereo unspecified) | 127 | -17% | -13% | -14% | 15% | -17% | 4%
CCc1ccc(-n2c(SCc3nc(-c4cc(OC)ccc4OC)no3)nnc2-c2ccccc2)cc1 | u | 18% | x | x | x | x | -4%
O=C(Cn1cnc2ccccc21)Nc1ccccc1-c1ccccc1 | -15 | u | 0% | 15% | 6% | -7% | -12%
CCOC(=O)c1c[nH]c2nc(C)ccc2c1=O | -11 | 2% | 8% | 2% | -9% | -6% | 0%
c1cncc(-c2csc(-c3cccnc3)n2)c1 | -40 | 1% | -6% | -16% | -3% | -8% | -8%
CN(C)c1ccc(P(=O)(COc2ccc([N+](=O)[O-])cc2)c2ccc(N(C)C)cc2)cc1 | 38 | -6% | -9% | -5% | -28% | 82%[activator] | 1%
CN(Cc1ccccc1)C(=O)c1cccnc1 | -12 | -8% | 1% | 25% | -13% | -10% | 1%
O=C(CSCc1ccc([N+](=O)[O-])cc1)N/N=C/c1cccnc1 | u | 1% | -15% | -10% | 20% | -20% | 0%

From PubChem BioAssay
